Screening data deposited in PubChem BioAssay by Sanford-Burnham Center for Chemical Genomics.
MT1-MMP act inh: MT1-MMP (human) activation inhibition; 360,000 compounds, 0.061% hits; HT1080 RFP-PRO-GFP cells, GFP/RFP ratio fluorescence, overnight; percent of plate control window, DMSO zero; GFP/RFP ratio change, % at 20 µM; AID 651647; P50281;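 active = GFP/RFP ratio change of at least 30% with cell ATP level not reduced by more than half and red fluorescence within 50% of control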; note: strong numbers were not always called active
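Assay system – RFP-PRO-GFP reporter HT1080 cells · Compound dosing – single dose of 20 µM compound, 1% DMSO final · Incubation – overnight compound exposure at 37 °C · Measure – GFP/RFP fluorescence ratio · Benchmarks – DMSO wells and RFP-L50D-GFP cells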
SUMO1 PPI mod: SUMO1-SIM interaction modulation; P63165; 360,000 compounds, 0.33% hits; AID 602429; inhibition, % at 20 µM; SUMO1 binding to a labelled peptide, TR-FRET, 1 h; in the data active = inhibition above about 37%
Target sequence (P63165 whole entry, looked up): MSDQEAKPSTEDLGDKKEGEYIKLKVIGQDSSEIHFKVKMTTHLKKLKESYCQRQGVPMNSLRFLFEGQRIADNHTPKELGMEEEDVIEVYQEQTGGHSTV
NadD block: NadD (S. aureus) enzyme inhibition; purified NadD enzyme, colorimetric absorbance read-out; inhibition, % at 20 µM; 360,000 compounds, 0.78% hits; AID 602399; in the data active = inhibition above about 26%; note: some compounds past the cut are filed as inactive
NRP1-CendR mod: NRP-1/CendR interaction modulation; O14786; FAM-RPARPAR peptide binding to NRP-1, fluorescence polarization; inhibition, % at 25 µM; 360,000 compounds, 0.85% hits; AID 602438;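 active = inhibition or corrected inhibition above about 18%, plus a signal ratio from 0.5 to 1.5, limit read from the data, passing the limit was not always enough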; note: strong numbers were not always called active
DNMT1 inh: blocks human DNA methyltransferase DNMT1; P26358; DNMT1 molecular beacon, Hinp1I cleavage, fluorescence; inhibition (reported as % activation of signal), % at 10 µM; 360,000 compounds, 0.83% hits; AID 588458; in the data active = inhibition above about 50%
SKN-1 block: C. elegans SKN-1 inhibition | C. elegans VP596 Pgst-4::GFP/RFP ratio, acrylamide-induced, 24 h | inhibition, % at 21.8 µM | 360,000 compounds, 0.49% hits | AID 624304;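 active = interference check ratio from 0.5 to 1.5 plus GFP to RFP signal ratio inhibition reaching or exceeding a fixed threshold, cut at about 30% in these data, passing the limit was not always enough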; note: some compounds called inactive have numbers as strong as hits
LMPTP block: blocks human LMPTP phosphatase; recombinant LMPTP-A, OMFP fluorogenic substrate, fluorescence intensity; 360,000 compounds, 0.22% hits; inhibition, % at 20 µM;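 active = compounds that cut the enzyme signal by at least half of the control window in the single-dose screen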;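 note: plate controls were DMSO wells with enzyme plus substrate for no effect and substrate without enzyme for full effect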
Target sequence (P24666 whole entry, looked up): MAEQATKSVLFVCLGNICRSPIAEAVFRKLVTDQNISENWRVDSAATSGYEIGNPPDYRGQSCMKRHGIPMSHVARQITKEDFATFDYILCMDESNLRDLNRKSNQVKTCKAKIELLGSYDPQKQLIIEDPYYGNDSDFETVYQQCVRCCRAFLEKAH
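Material: LMPTP-A; amount: 0.625 nM enzyme; doses: single 20 µM dose; times: reaction 50 min, room temperature, dark; technique: fluorescence intensity of OMFP turnover product; benchmarks: no-enzyme and uninhibited controls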
Scp-1 inhibitor: inhibitors of human Scp-1 phosphatase; Q9GZU7; inhibition, % at 20 µM; AID 493091; 340,000 compounds, 0.88% hits; Recombinant Scp1, phosphopeptide, malachite green phosphate absorbance;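 active = inhibition above about 50% at 20 µM, limit read from the data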;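 note: plate controls were DMSO wells with enzyme for no effect and wells lacking enzyme for full effect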
Target sequence (Q9GZU7 76-261 limits assumed): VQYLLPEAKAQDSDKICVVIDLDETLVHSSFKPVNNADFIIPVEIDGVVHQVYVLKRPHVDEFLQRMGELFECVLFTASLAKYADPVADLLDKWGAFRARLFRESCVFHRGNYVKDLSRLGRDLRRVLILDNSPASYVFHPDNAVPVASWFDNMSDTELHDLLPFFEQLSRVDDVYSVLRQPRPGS
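System: truncated SCP-1 phosphatase (76-261aa); medium: Tris acetate buffer pH 5.5 with MgCl2 and Tween-20; incubation: 45 min room-temperature reaction, 5 min colour, 30 min stabiliser; compound: single 20 µM dose, 1% DMSO; reagent: Phosphorylated 17-residue peptide substrate; read-out: % inhibition at 20 µM; technique: colorimetric free-phosphate detection, absorbance 630 nm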
STEP inh: blocks human striatal-enriched tyrosine phosphatase. 360,000 compounds, 0.25% hits. AID 588621. inhibition, % at 20 µM. P54829. recombinant STEP, OMFP fluorogenic substrate, fluorescence;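 active = inhibition at 20 µM, scaled per plate between control wells, above about 37%, limit read from the data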;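 note: 0% = DMSO with enzyme and substrate and 100% = substrate only without enzyme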
Target sequence (P54829 whole entry, looked up): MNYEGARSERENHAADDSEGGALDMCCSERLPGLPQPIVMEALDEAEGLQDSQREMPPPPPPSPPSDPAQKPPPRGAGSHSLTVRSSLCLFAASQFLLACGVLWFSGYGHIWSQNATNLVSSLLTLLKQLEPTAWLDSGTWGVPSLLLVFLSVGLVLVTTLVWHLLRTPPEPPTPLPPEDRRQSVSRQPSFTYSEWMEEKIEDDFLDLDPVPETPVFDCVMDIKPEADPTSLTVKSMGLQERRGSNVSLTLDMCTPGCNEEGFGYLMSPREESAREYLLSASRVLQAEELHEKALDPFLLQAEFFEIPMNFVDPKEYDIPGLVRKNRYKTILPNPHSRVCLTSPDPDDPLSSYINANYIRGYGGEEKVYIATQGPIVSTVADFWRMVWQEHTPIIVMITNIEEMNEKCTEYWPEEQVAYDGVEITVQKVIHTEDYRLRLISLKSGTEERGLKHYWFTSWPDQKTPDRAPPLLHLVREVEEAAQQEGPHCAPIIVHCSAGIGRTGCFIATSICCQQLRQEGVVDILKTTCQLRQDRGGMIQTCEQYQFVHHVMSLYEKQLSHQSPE
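System: STEP (striatal-enriched tyrosine phosphatase) enzyme, cell-free; medium: Bis-Tris pH 6.0 buffer with DTT, detergent; dosing: 20 µM, 1% DMSO; times: reaction 20 min, ambient temperature; detection: fluorescence, 480/540 nm; read-out basis: normalized % inhibition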
Rpn11 inh: blocks the human proteasome subunit Rpn11; O00487; human 26S proteasome, Ub4-pepOG fluorescence polarization; 20S core pre-blocked with epoxomicin; calls only at 20 µM; 360,000 compounds, 0.59% hits;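 active = inhibition at 20 µM, scaled to each plate's controls, above about 33%, limit read from the data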
Starred values were filed as active, the others as inactive; i = inactive; / = no result given.

SMILES	MT1-MMP act inh	SUMO1 PPI mod	NadD block	NRP1-CendR mod	DNMT1 inh	SKN-1 block	LMPTP block	Scp-1 inhibitor	STEP inh	Rpn11 inh
Nn1c(SCCOc2ccc(Cl)cc2)nnc1-c1cccnc1	4	8	2	-18	-6	-4	-0.1	-1	2	i
Cc1cc(C)nc(SCc2nnc(SCC(=O)Nc3ccccc3C)n2Cc2ccco2)n1	-1	5	-2	-3	-1	-15	-1.0	-2	0	i
CCOc1ccccc1NC(=O)Nc1ccc(Cl)cc1	6	3	-6	8	-6	6	-0.1	-5	-4	i
S=C(NC1CCCCC1)NN1CCOCC1	-2	-4	-8	-5	1	-5	-0.5	-3	1	i
O=C(c1cccc(Br)c1)c1nc2ccccc2[nH]c1=O	4	-23	1	-18	-1	-9	0.6	/	-2	i
Cc1ccc(C)c(C2C(=O)c3ccccc3C2=O)c1	0	-19	-12	0	-2	9	0.2	-6	-2	i
CC(O)CNC(=O)c1ccc(-c2nn(C)c(=O)c3ccccc23)cc1 (configuration not stated)	2	4	4	0	0	4	-1.1	-9	-1	i
CCc1cnc(Nc2nc(C(N)c3ccccc3Cl)cs2)nc1 (configuration not stated)	3	4	0	0	-1	-3	-3.3	/	5	i
CC(=O)CC1c2cc(F)ccc2C=C(c2ccsc2)N1c1ccc(C#Cc2cncn2C)cc1 (configuration not stated)	-12	-1	42*	3	/	4	5.9	/	/	/
CC1CCCCN1C(=O)CSc1nnc(-c2ccco2)n1CC1CCCO1 (configuration not stated)	-4	2	2	-1	1	8	1.6	-2	-2	i
CC(C)C[C@@H](CN1CCC[C@@H]1CN1C(=S)NC[C@@H]1Cc1ccc(O)cc1)N1C[C@H](Cc2ccc(O)cc2)N(CC2CCCCC2)C1=S	-1	4	42*	0	-54	1	3.3	/	2	i
CS(=O)(=O)N1CCN(c2ccccc2NC(=O)c2ccc(Cl)cc2)CC1	-1	-1	-3	6	2	2	1.1	-3	-2	i
CCNCCC(CCC(C)C)c1ccc2c(c1)OCO2 (configuration not stated)	1	-5	-10	1	2	8	-1.3	-10	-1	i
O=C(NCCN1CCOCC1)c1cc(-c2ccccc2Cl)nc2ccccc12	-3	-5	0	13	-1	16	-1.6	-11	-2	i
CC(NC(=O)COc1ccccc1-c1ccccc1)c1ccccc1 (configuration not stated)	-6	4	-6	-13	-1	-1	1.9	-10	1	i
COc1cccc(C2C=C(c3cccs3)Nc3ncnn32)c1OC (configuration not stated)	-12	-9	15	-24	-2	-8	-3.2	4	-2	i
Cc1ccc(-n2nnnc2SC(C(=O)c2c[nH]c3ccccc23)c2ccccc2)cc1 (configuration not stated)	2	-3	1	-1	13	-3	-0.8	7	-1	i
CCCC(=O)c1ccc(N2CCN(C(=O)c3ccccc3)CC2)c(F)c1	3	-3	4	4	0	-10	-0.3	-7	-6	i
CCOC(=O)c1c(C)oc2ccc(O)c(CN(C)C)c12	-2	1	-8	6	3	-9	-2.5	-7	-1	i
COc1ccccc1C(=O)NCCC(=O)N1CCCC(C(F)(F)F)C1 (configuration not stated)	1	2	-3	-4	1	4	-5.9	-4	-3	i
O=C(OCC(=O)C12CC3CC(CC(C3)C1)C2)c1ccccc1O	-2	2	-1	-7	2	-10	0.9	-2	-1	i
O=C(NCCCc1ccccc1)Nc1cccc(Cl)c1	4	-1	-11	0	7	7	-0.1	-27	0	i
Cc1ccccc1OCCC(=O)N1CCN(S(=O)(=O)c2ccc(Cl)cc2)CC1	-7	-5	-6	12	-2	10	0.7	-5	0	i
Cc1ccc(NS(=O)(=O)c2c(C)[nH]c(C)c2C(=O)N2CCCCC2)c(C)c1	-1	5	-12	10	12	14	3.0	-4	0	i
Cc1nc(NC(=O)CSc2nnc(C3CC3)n2C)sc1C(=O)N(C)C	2	1	1	-11	1	4	-1.3	-6	2	i
COc1ccc(N2CCN(C(=O)c3cccc4nc(C)oc34)CC2)cc1	1	2	-4	9	-4	-5	-1.1	-5	-3	i
COc1ccc(C(=O)NC(=S)Nc2ccc3oc(=O)ccc3c2)cc1	-6	5	1	-8	-20	-6	2.0	2	-1	i
O=C(CCS(=O)(=O)c1ccccc1Cl)NCCC1=CCCCC1	0	2	4	1	0	-19	-0.8	-6	0	i
Cc1ccc(S(=O)(=O)NNc2nc3ccccc3nc2C(F)(F)F)cc1	4	-14	-5	-7	0	12	-0.3	9	2	i
COCC(C)n1c(C)cc(C(=O)COC(=O)c2ccc3ncsc3c2)c1C (configuration not stated)	1	2	5	13	-2	-12	-0.3	-10	-3	i
CCc1nc2ccc(C(=O)NCCc3ccc(OC)c(OC)c3)cc2nc1CC	4	-10	10	5	-2	0	-0.1	-7	1	i
COc1cccc(CNC(=O)CSCC(=O)Nc2cc(C)on2)c1	-5	-2	2	-14	-7	10	-0.3	-6	8	i
CCN(CC)CCNC(=O)C(C)c1nn(CC)c(=O)c2ccccc12 (configuration not stated)	-2	-3	-7	15	-1	8	0.1	-6	-3	i
O=C(NCc1nc2ccccc2[nH]1)C1=C[C@H](c2coc3ccccc3c2=O)C[C@H](OCCCCO)O1	-4	0	-2	9	0	-8	0.6	0	-3	i
Cc1cc([N+](=O)[O-])c(=O)[nH]c1C	2	-40	-3	2	0	6	-0.5	2	-2	i
CCc1nnc(NC(=O)[C@@H](NC(=O)c2ccc(C(C)(C)C)cc2)C(C)C)s1	-6	0	4	-7	1	10	-1.1	-8	-1	i
COC(=O)c1sc(=S)n(-c2ccccc2OC)c1N	5	-7	-2	0	1	0	-1.2	-2	0	i
CC1(C)CC(=O)C(/C=N/n2cnc3ccccc3c2=O)=C(O)C1	2	5	-1	12	0	-9	-2.4	-11	3	i
COc1ccc(S(=O)(=O)N(C)C2CCS(=O)(=O)C2)cc1OC (configuration not stated)	6	-1	0	3	-3	-8	-2.8	-6	-2	i
Cc1cccc(OCC(O)Cn2c(NCc3cccnc3)nc3c2c(=O)[nH]c(=O)n3C)c1 (configuration not stated)	4	-2	-6	1	-3	18	0.2	3	-4	i

By substructure: the entries above containing an NH in an aromatic ring.
SMILES	MT1-MMP act inh	SUMO1 PPI mod	NadD block	NRP1-CendR mod	DNMT1 inh	SKN-1 block	LMPTP block	Scp-1 inhibitor	STEP inh	Rpn11 inh
O=C(c1cccc(Br)c1)c1nc2ccccc2[nH]c1=O	4	-23	1	-18	-1	-9	0.6	/	-2	i
Cc1ccc(-n2nnnc2SC(C(=O)c2c[nH]c3ccccc23)c2ccccc2)cc1 (configuration not stated)	2	-3	1	-1	13	-3	-0.8	7	-1	i
Cc1ccc(NS(=O)(=O)c2c(C)[nH]c(C)c2C(=O)N2CCCCC2)c(C)c1	-1	5	-12	10	12	14	3.0	-4	0	i
O=C(NCc1nc2ccccc2[nH]1)C1=C[C@H](c2coc3ccccc3c2=O)C[C@H](OCCCCO)O1	-4	0	-2	9	0	-8	0.6	0	-3	i
Cc1cc([N+](=O)[O-])c(=O)[nH]c1C	2	-40	-3	2	0	6	-0.5	2	-2	i
Cc1cccc(OCC(O)Cn2c(NCc3cccnc3)nc3c2c(=O)[nH]c(=O)n3C)c1 (configuration not stated)	4	-2	-6	1	-3	18	0.2	3	-4	i

Later entries:
SMILES	MT1-MMP act inh	SUMO1 PPI mod	NadD block	NRP1-CendR mod	DNMT1 inh	SKN-1 block	LMPTP block	Scp-1 inhibitor	STEP inh	Rpn11 inh
Cc1cnc(NC(=O)CCCc2nc3ccccc3s2)s1	4	4	-2	-11	-2	-28	-0.5	-14	-5	i
CCCCN1CC(=O)N2Cc3[nH]c4ccccc4c3C[C@H]2C1=O	2	-2	2	1	1	0	-1.0	6	1	i
C[C@]12C(=O)N(c3ccc(F)cc3)C(=O)N1[C@H]1c3ccccc3OC[C@@H]1[C@H]2c1ccccc1	-2	-3	6	-9	-3	0	0.7	-9	2	i
Cc1ccsc1C(=O)Nc1cccc(S(=O)(=O)N(C)C)c1	6	-1	-1	4	2	4	-1.6	-5	-3	i
Cc1ccccc1C(=O)N1CCC(C(=O)Nc2ccc(S(=O)(=O)N3CCCC3)cc2)CC1	3	-1	-4	-16	-4	-4	-0.1	0	2	i
Cc1cc2cc3c(cc2nc1SCC(=O)N1CCN(C(=O)c2ccco2)CC1)OCO3	1	6	0	-2	2	16	0.7	6	3	i
CC(=O)Nc1ccc(NC(=O)CCC(=O)OCC(=O)c2ccc(F)cc2)cc1	-2	-8	-3	-1	16	-12	0.1	-2	-2	i
CC(C)[C@H](NC(=O)OCc1ccccc1)C(=O)OCC(=O)NC1(C#N)CCCC1	-2	5	3	13	3	5	0.1	1	1	i
O=C1c2ccccc2C(c2nnnn2-c2ccc3c(c2)OCCO3)N1Cc1cccs1 (configuration not stated)	1	-2	-5	11	/	-1	-1.5	/	/	/
O=C(CCS(=O)(=O)c1cccc2nsnc12)N1CCN(C(=O)c2ccco2)CC1	0	-21	4	13	-3	-6	1.4	2	2	i
O=C(O)CCC(=O)Nc1ccccc1C(=O)NCc1ccco1	2	-1	3	-1	5	-16	-1.7	6	-15	i
Cc1[nH]c2ccccc2c1C(=O)C(=O)NCCCn1ccnc1	-3	2	-1	6	1	6	-3.2	-12	0	i
O=C(COc1ccccc1[N+](=O)[O-])N/N=C/c1ccncc1	1	-1	-8	4	-1	0	-0.8	-5	0	i
CCN(CC)C(=O)CSc1n[nH]c(=S)n1N	3	-7	-6	2	-3	-6	-1.1	-1	-1	i
CCCC(=O)Oc1ccc(N(C(=O)CCC)S(=O)(=O)c2cccc([N+](=O)[O-])c2)cc1	8	-23	-9	4	8	-6	-0.5	-9	0	i
C=CCCC(=O)N1CCC(CCC(=O)NC2CC2)CC1	-2	0	-1	-16	-2	17	-0.6	13	-3	i
COc1cc(C(=O)NC(=S)Nc2ccc([N+](=O)[O-])cc2)cc(OC)c1OC	13	-10	-3	0	4	-8	1.0	-1	2	i
O=C(C1CC(=O)N(c2ccc3c(c2)OCCO3)C1)N1CCN(c2ccccc2O)CC1 (configuration not stated)	0	1	4	2	-2	-10	2.4	-1	2	i
O=C(N/N=C/c1c[nH]c2ccc(Br)cc12)c1ccncc1	6	2	2	-2	4	9	-0.1	-6	1	i
CCOc1cc(C(=O)NCCN2C(=O)S/C(=C\c3cccnc3)C2=O)cc(OCC)c1OCC	-3	-19	1	5	0	3	-1.3	-7	35	i
Cc1cnc(C(=O)Oc2ccc(-c3ccccc3)cc2)cn1	6	3	1	19	5	-7	0.5	13	-3	i
CN(C(=O)c1ccc2c(c1)OCO2)C1CCS(=O)(=O)C1 (configuration not stated)	-1	7	-4	-4	1	-6	-0.6	-6	3	i
O=C(c1ccc(S(=O)(=O)N2CCOCC2)cc1)N1CCN(c2ccccn2)CC1	3	0	10	-2	1	1	-0.1	-3	3	i
